Source: PubChem (National Center for Advancing Translational Sciences (NCATS))
TRHR ag = agonists of human TRH receptor; activation, % at 2 µM; 360,000 tested, 0.18% active; TRHR cells, calcium flux fluo-8, FDSS agonist mode; in the data active means activation above about 30%; further: 0% is about no effect
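Fluo-8-loaded TRHR cells; 10 s baseline, compound added, kinetic Ca2+ fluorescence read 1/s, agonist mode.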
D2 agonist = agonists of human D2 dopamine receptor | P14416 | HEK293 T-REx D2 cells, calcium flux agonist mode | activation, % at 2 µM | 340,000 tested, 0.53% active | AID 485358;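 active means activation over 3 SD above normal in the single-dose calcium agonist read, cut at about 30% in these data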; further: 0% is about no effect
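HEK293 Trex D2 cells, tetracycline-induced, o/n 30 C 5% CO2; no-wash Ca dye, RT 30–90 min; 10-cycle baseline, 23 nl cpd added, kinetic Ca read 180 s; agonist hits = positive Ca response.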
USP1-UAF1 inh = blocks the human USP1/UAF1 deubiquitinase complex | recombinant USP1/UAF1, Ub-Rhodamine cleavage fluorescence | Potency, µM (highest dose often 57.1 µM), inactives show at the top dose activity change, negative = inhibition, most hits filed as inhibitors | 390,000 tested, 0.23% active; further: potency means the concentration at half of the fitted maximal effect; on the % scale 0 is the no-effect control and ±100 the full control effect; nearly all actives have a fitted effect of over 60% in size; inactives centre near -12
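USP1/UAF1 complex (1 nM) preincubated 15 min at room temperature with compound, then Ub-Rho substrate (150 nM final) added. Kinetic fluorescence at 480/540 nm over 6 reads at 60 s intervals; 50 mM HEPES pH 7.8, 0.5 mM EDTA, 0.1 mg/ml BSA, 1 mM TCEP, 0.01% Tween-20.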
TrxR1 substrate = rat thioredoxin reductase 1 substrate activity | purified TrxR1 substrate turnover, NADPH consumption readout | AID 588456 | 390,000 tested, 0.01% active | Potency, µM (series often up to 114 µM), inactives show top-dose activity change, negative = substrate turnover | O89049; further: potency means the concentration at half of the fitted maximal effect; on the % scale 0 is the no-effect control and ±100 the full control effect; nearly all actives have a fitted effect of over 50% in size
Target sequence (O89049 whole entry, looked up): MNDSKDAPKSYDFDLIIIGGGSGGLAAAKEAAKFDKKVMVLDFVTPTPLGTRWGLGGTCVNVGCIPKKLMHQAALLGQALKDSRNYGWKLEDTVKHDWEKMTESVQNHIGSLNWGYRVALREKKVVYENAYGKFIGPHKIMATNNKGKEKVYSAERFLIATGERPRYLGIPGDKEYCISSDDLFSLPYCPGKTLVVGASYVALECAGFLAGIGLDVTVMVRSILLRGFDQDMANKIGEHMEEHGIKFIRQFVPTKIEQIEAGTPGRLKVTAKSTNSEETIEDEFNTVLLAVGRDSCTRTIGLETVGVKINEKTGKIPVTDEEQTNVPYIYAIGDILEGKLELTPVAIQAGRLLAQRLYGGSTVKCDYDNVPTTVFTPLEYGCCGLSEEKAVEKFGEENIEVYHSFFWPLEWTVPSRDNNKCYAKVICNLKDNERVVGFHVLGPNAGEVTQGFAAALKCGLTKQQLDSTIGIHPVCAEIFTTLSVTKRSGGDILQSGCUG
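Rat TrxR1, dispensed at 90 nM, was prereduced with 400 uM NADPH (final) for 5 min at ~22 deg C, then incubated with compound 15 min before 400 uM selenite. A first-read NADPH fluorescence drop versus no-compound background flagged substrates.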
IDH1 R132H inh = blocks human mutant IDH1 R132H enzyme. 390,000 tested, 0.093% active. Potency, µM (titrated, usually from 76.6 µM), for inactives: at the highest dose activity change, negative = inhibition, actives largely listed as inhibitors. AID 602179. O75874. IDH1-R132H enzyme, NADPH consumption, diaphorase/resazurin fluorescence; further: potency means the concentration at half of the fitted maximal effect; on the % scale 0 is the no-effect control and ±100 the full control effect; nearly all actives have a fitted effect of over 65% in size
Target sequence (O75874 whole entry R132H, stated change not applied): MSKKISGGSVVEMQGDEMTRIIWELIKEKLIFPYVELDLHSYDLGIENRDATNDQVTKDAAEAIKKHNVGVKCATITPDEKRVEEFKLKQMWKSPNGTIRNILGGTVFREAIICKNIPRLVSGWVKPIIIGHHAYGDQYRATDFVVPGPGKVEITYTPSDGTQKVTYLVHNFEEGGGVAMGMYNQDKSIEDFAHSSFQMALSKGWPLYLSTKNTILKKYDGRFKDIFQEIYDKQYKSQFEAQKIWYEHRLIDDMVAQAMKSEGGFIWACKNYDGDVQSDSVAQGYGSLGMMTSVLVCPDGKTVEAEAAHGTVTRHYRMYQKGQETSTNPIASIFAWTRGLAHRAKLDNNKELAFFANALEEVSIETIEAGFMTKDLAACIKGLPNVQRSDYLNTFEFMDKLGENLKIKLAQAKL
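IDH1-R132H (0.5 ug/mL dispensed) in pH 7.5 Tris buffer was preincubated 30 min with compound, then given a substrate mix of 0.016 mM NADPH and 2 mM alpha-KG for 80 min at room temperature; remaining NADPH was read by diaphorase/resazurin fluorescence.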
D2 antag = antagonists of human D2 dopamine receptor; HEK293 TREx D2 cells, calcium flux, dopamine EC80; P14416; inhibition, % at 10 µM; AID 485344; 340,000 tested, 2% active; in the data active means inhibition above about 30%; further: 0% is about no effect
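Calcium flux kinetic readout in an inducible HEK293 TREx D2 line plated overnight at 30 C. After 180 s compound exposure, an EC80 dopamine challenge follows with another 180 s kinetic read to detect antagonism.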
TRHR enhancer = TRH receptor (human) allosteric enhancement; TRHR cells, fluo-8 calcium fluorescence, EC20 TRH enhancement; enhancement, % at 2 µM; 360,000 tested, 0.66% active; in the data active means enhancement above about 30%; further: 0% is about no effect
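Enhancer read-out: after compound pinning and an initial kinetic agonist-mode read, an EC20 of TRH (10 nM final) was injected and fluo-8 calcium signal (Ex 480/Em 530) followed at 1 s/cycle for 100 cycles in TRHR-expressing cells.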
TrxR1 inh = blocks rat thioredoxin reductase 1. recombinant rTrxR1, NADPH fluorescence consumption, selenite substrate. 390,000 tested, 1% active. Potency, µM (top dose mostly 114 µM), without a hit: at the highest dose activity change, negative = inhibition, most hits filed as inhibitors. O89049. AID 588453; further: potency means the concentration at half of the fitted maximal effect; on the % scale 0 is the no-effect control and ±100 the full control effect; nearly all actives have a fitted effect of over 65% in size
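Rat TrxR1 (90 nM in the dispensed reagent) was pre-reduced with 400 uM NADPH for 5 min at room temperature, then incubated with compound for 15 min. After 400 uM selenite was added, NADPH fluorescence (Ex 340/Em 450 nm) was followed for 8 min.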
PI4K2A block = inhibitors of human PI4K2A | 420,000 tested, 0.13% active | activity change, negative = inhibition, % at 76.9 µM | purified PI4K2A, ADP-Glo luminescence, 1 h; stronger effect = lower value | Q9BTU6 | AID 1346378; in the data active means activity change below about -50%; inconclusive means mostly about -30% to -49%;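 further: -100% = wells without enzyme as full effect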
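In this quantitative HTS, ADP production by PI4K2A was quantified luminescently after 1 h at ambient temperature; 100 microM adenosine served as plate-quality control.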
* marks the source's active call; other numbers are inactive results; ? = inconclusive; . = no result given; & = joins results of further samples; [ ] = remark or other dose. Unless noted, the call rests on the fitted dose curve; in most records, active means well fitted inhibition curve with a large enough effect; inconclusive means small, poorly fitted or top-dose-only effect; inactive means no such curve, though single readings can be large or run the other way.

Keys – A = TRHR ag; B = D2 agonist; C = USP1-UAF1 inh; D = TrxR1 substrate; E = IDH1 R132H inh; F = D2 antag; G = TRHR enhancer; H = TrxR1 inh; I = PI4K2A block
> Cc1ccc(C(=O)N2CCC(n3nccc3NC(=O)Nc3cccc(F)c3)CC2)cn1
  A = 0.6	B = 0.1	C = -24%	D = -19%	E = -9%	F = -21	G = -10	H = -26%	I = -1
> COc1ccc2ncc3c(-c4ccccc4)nn(-c4ccc(C)c(C)c4)c3c2c1
  A = -0.6	B = 1.4	C = -14%	D = 26%	E = 5%	F = .	G = 14	H = -24%	I = -1
> O=C(c1ccco1)N1CCN(C(=O)N2CCCCC2)CC1
  A = -0.2	B = .	C = -4%	D = -8%[57.1 µM]	E = 3%	F = .	G = -1	H = 22%[57.1 µM]	I = 1
> CCOC(=O)c1cnc2nc(Cc3ccccc3)[nH]n2c1=O
  A = 1.1	B = -1.0	C = -4%	D = 13%[57.1 µM]	E = -3%	F = -12	G = 2	H = 16%[57.1 µM]	I = 1
> COc1cc(NC(=O)c2c(C)oc3c2C2=NCCN2C=N3)cc(OC)c1OC
  A = 0.2	B = -0.6	C = -10%	D = -1%[57.1 µM]	E = 13%	F = .	G = 1	H = 15%[57.1 µM]	I = 3
> Cc1nn(-c2ccccc2)c2c1C(c1ccc(Cl)cc1)N(c1ccccc1)C(=O)N2 (stereo not given)
  A = 0.2	B = 0.4	C = -17%	D = 3%	E = 3%	F = 15	G = 7	H = 20%	I = 12
> COc1ccc(CN2C[C@]3(CO)O[C@@H](CO)C[C@@H]3S2(=O)=O)cc1
  A = .	B = .	C = -13%	D = 5%	E = -2%	F = .	G = .	H = 12%	I = -1
> COc1ccc(NC(=O)CCCN2C(=O)C(c3ccccc3)Oc3cccnc32)c(OC)c1 (stereo not given)
  A = -0.2&-1.2	B = -1.0&-0.7	C = -8%&-14%	D = -5%&-13%	E = -1%&20%	F = 12	G = 0&-1	H = 10%&-2%	I = -2&0
> CCOC(=O)Cn1c(=N)n(Cc2ccc(C(C)(C)C)cc2)c2ccccc21
  A = 1.6	B = 4.9	C = -7%	D = -4%	E = 9%	F = .	G = 4	H = -27%	I = -5
> COc1ccc(C2CN=NC23CCCc2ccccc2C3=O)cc1 (stereo not given)
  A = 0.0	B = -1.0	C = -20%	D = -6%	E = -2%	F = -18	G = 21	H = -5%	I = 2
> CN(C)S(=O)(=O)c1cccc(-c2nnc(SCc3ccc4c(c3)OCCO4)o2)c1
  A = -0.6	B = 0.4	C = -10%	D = 3%	E = 6%	F = 13	G = 7	H = ?	I = 11
> COc1ccc(CNC(=O)c2ccc3c(=O)n4c(nc3c2)CCCCC4)cc1OC
  A = 0.1	B = -0.1	C = -9%	D = 1%	E = 0%	F = 4	G = 0	H = 2%	I = -7
> O=c1[nH]c(NC2CCCCC2)nnc1Cc1ccccc1
  A = 0.2	B = -0.3	C = -2%	D = 6%	E = 7%	F = -7	G = 1	H = 19%	I = 5
> O=C(Cc1ccccc1)N1CCC(c2nc3ccccc3[nH]2)CC1
  A = -0.2	B = 0.7	C = -10%	D = 0%	E = 3%	F = -7	G = 1	H = 19%	I = -3
> Cc1ccc(NC(=O)C2CCCN2S(=O)(=O)c2ccc3c(c2)CCCC(=O)N3)cc1Cl (stereo not given)
  A = 0.0	B = -0.5	C = -11%	D = 2%[57.1 µM]	E = 4%	F = .	G = -6	H = 7%[57.1 µM]	I = 1
> COc1ccc([N+](=O)[O-])cc1N(CC(=O)N1CCN(Cc2ccccc2)CC1)S(C)(=O)=O
  A = -0.4	B = 0.3	C = -1%	D = -6%[57.1 µM]	E = 6%	F = -1	G = 10	H = ?	I = -7
> C/C(CC(=O)NC1CCCC1)=N\NC(=O)Cc1csc(N)n1
  A = 0.4	B = .	C = 3%	D = 3%	E = 3%	F = .	G = -3	H = 13%	I = -3
> O=C(Nc1ccc(F)cc1F)c1cc(=O)n(-c2ccccc2)c(=O)[nH]1
  A = 0.3	B = 1.0	C = -10%	D = -2%	E = -3%	F = -10	G = 2	H = 15%	I = -3
> O=C(N/N=C1\CCCc2oc(C(=O)O)cc21)c1ccccc1
  A = 3.7	B = 0.4	C = -4%	D = -17%	E = -8%	F = -6	G = 3	H = -19%	I = 2
> O=C(CSc1nc(=O)[nH]c2c1CCCC2)Nc1ccccc1C(F)(F)F
  A = -0.1	B = 1.3	C = -24%	D = -1%[57.1 µM]	E = 18%	F = .	G = 2	H = -1%[57.1 µM]	I = 1
> Cc1ccc(C(=O)NC(N(C)C)C(Cl)(Cl)Cl)cc1 (stereo not given)
  A = -0.6	B = -0.6	C = -2%	D = 3%	E = 1%	F = 1	G = -5	H = -4%	I = 0
> Cc1ccc(Sc2nc([N+](=O)[O-])nn2C)cc1
  A = -0.6	B = -0.3	C = -25%	D = -4%	E = 1%	F = -11	G = 5	H = -20%	I = -2
> COC(=O)C1=C(C)N(Cc2ccccc2)C(=NCc2cc(OC)c(OC)c(OC)c2)N[C@H]1c1cccc(F)c1
  A = 1.1&3.3	B = -1.3	C = ?	D = 3%	E = -8%	F = -17	G = -2&1	H = 6%	I = -6
> CCCCCN(CCCCC)C(=O)C(CCC(=O)O)NC(=O)c1ccc(Cl)c(Cl)c1 (stereo not given)
  A = .	B = .	C = -25%	D = 1%[57.1 µM]	E = 2%	F = .	G = .	H = 0%[57.1 µM]	I = 0&-5&-1
> N#Cc1ccccc1OCC(=O)N(Cc1nnc(-c2ccccc2Cl)o1)C1CC1
  A = -0.5	B = -0.5	C = -19%	D = -2%[57.1 µM]	E = -1%	F = -27	G = 1	H = -7%[57.1 µM]	I = -1
> Cc1cc(C)cc(N2CCCn3c2nc2c3c(=O)[nH]c(=O)n2C)c1
  A = -0.1	B = .	C = -7%	D = 3%	E = -3%	F = .	G = 6	H = 21%	I = 1
> COc1cc2c(c(OC)c1OC)C(c1ccc3c(c1)OCO3)CC(=O)O2 (stereo not given)
  A = .	B = .	C = -18%	D = 4%	E = -2%	F = .	G = .	H = 31%	I = 0
> CCC(=O)Nc1cccc(-c2cn3ccsc3n2)c1
  A = 0.5	B = 1.5	C = -20%	D = 2%[57.1 µM]	E = -2%	F = 1	G = -2	H = 3%[57.1 µM]	I = -1
> COC(=O)c1cc2sc(Cl)cc2n1Cc1nc(-c2ccccc2F)oc1C
  A = 0.4	B = 0.3	C = -15%	D = -10%	E = -6%	F = .	G = -2	H = -6%	I = 1
> COc1ccc(/C=C2\CCC/C(=C\c3ccc(OC)c(OC)c3OC)C2=O)c(OC)c1OC
  A = -0.3	B = -1.5	C = -6%	D = -2%	E = 9%	F = 3	G = 5	H = 7%	I = -3

In the list so far, these have a COOH group.
Keys – A = TRHR ag; B = D2 agonist; C = USP1-UAF1 inh; D = TrxR1 substrate; E = IDH1 R132H inh; F = D2 antag; G = TRHR enhancer; H = TrxR1 inh; I = PI4K2A block
> O=C(N/N=C1\CCCc2oc(C(=O)O)cc21)c1ccccc1
  A = 3.7	B = 0.4	C = -4%	D = -17%	E = -8%	F = -6	G = 3	H = -19%	I = 2
> CCCCCN(CCCCC)C(=O)C(CCC(=O)O)NC(=O)c1ccc(Cl)c(Cl)c1 (stereo not given)
  A = .	B = .	C = -25%	D = 1%[57.1 µM]	E = 2%	F = .	G = .	H = 0%[57.1 µM]	I = 0&-5&-1

Other compounds
Keys – A = TRHR ag; B = D2 agonist; C = USP1-UAF1 inh; D = TrxR1 substrate; E = IDH1 R132H inh; F = D2 antag; G = TRHR enhancer; H = TrxR1 inh; I = PI4K2A block
> CC(=O)Nc1cccc(-c2nnc3c4ccccc4c(C)nn23)c1
  A = 0.1	B = 0.8	C = .	D = .	E = .	F = -16	G = 1	H = .	I = .
> O=S1(=O)c2ccccc2N=NN1Cc1cc(Cl)cc(Cl)c1
  A = -0.5	B = 0.0	C = .	D = .	E = .	F = 2	G = -3	H = .	I = .
> O=C(COc1coc(CN2CCN(c3ccccc3)CC2)cc1=O)NC1CCCC1
  A = 0.0	B = 21	C = -9%	D = -4%	E = 6%	F = -2	G = 25	H = -2%	I = 1
> COc1ccc(Oc2cc(C(F)(F)F)nc(N(C)C)n2)cc1
  A = -0.2	B = 0.5	C = -13%	D = 7%[57.1 µM]	E = 7%	F = 12	G = -3	H = 40%[activator][57.1 µM]	I = -3
> COC(=O)[C@H]1C[C@@H]1[C@H](NC(=O)c1cc(C)on1)c1ccccc1
  A = -0.5	B = 0.7	C = -25%	D = 8%	E = 12%	F = -1	G = 6	H = 14%	I = -2
> CCOc1ccccc1C(=O)Nc1ccc2c(c1)N(C)C(=O)c1ccccc1S2
  A = 0.3	B = -0.2	C = -31%	D = -7%[57.1 µM]	E = -5%	F = .	G = 1	H = 4%[57.1 µM]	I = 1
> CCc1nc(SCC(=O)Nc2ccccc2C)n[nH]1
  A = 1.2	B = 1.2	C = -22%	D = 6%	E = -4%	F = -4	G = 12	H = 28%	I = -3
> c1ccc(-c2nc3ccccn3c2NCc2ccc3c(c2)OCO3)cc1
  A = -0.6	B = -0.3	C = -5%	D = 12%[57.1 µM]	E = 7%	F = 0	G = 5	H = 9%[57.1 µM]	I = 0
> Cc1ccc[n+](C(C)C(=O)Nc2ccc([N+](=O)[O-])cc2C)c1 (stereo not given)
  A = 0.5	B = -2.5	C = -8%	D = 0%	E = 1%	F = 21	G = 19	H = 4%	I = -1
> O=C(COC(=O)c1ccc[n+]([O-])c1)Nc1c(Br)cc([N+](=O)[O-])cc1Br
  A = 0.3	B = 0.0	C = .	D = .	E = .	F = 9	G = 6	H = .	I = .
> Cc1ccccc1N1CCN(C2CCCN(C(=O)c3csc(C(C)C)n3)C2)CC1 (stereo not given)
  A = -1.6	B = -0.7	C = -18%	D = -9%	E = 9%	F = 6	G = 2	H = -13%	I = -3
> COc1ccccc1OCC(=O)Nc1cccc(N(C)S(C)(=O)=O)c1
  A = 0.7	B = 0.3	C = -9%	D = -4%	E = 3%	F = 1	G = 1	H = 21%	I = 4
